BioA inh = BioA (M. tuberculosis) enzyme inhibition | purified M. tuberculosis BioA enzyme, plate reader | inhibition, % at 9.99 µM | hit rate 0.096% among 360,000; in the data active = inhibition above about 40%; inconclusive = no clear call, values can overlap the other calls
Mtb FBA inh = inhibitors of M. tuberculosis fructose-bisphosphate aldolase. P9WQA3. inhibition, % at 1 µM. hit rate 2.3% among 360,000. purified M. tuberculosis FBA, fluorescence read-out. AID 588726; in the data active = inhibition above about 27%;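 also: 0% = vehicle and 100% = reference inhibitor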
Target sequence (P9WQA3 whole entry, looked up): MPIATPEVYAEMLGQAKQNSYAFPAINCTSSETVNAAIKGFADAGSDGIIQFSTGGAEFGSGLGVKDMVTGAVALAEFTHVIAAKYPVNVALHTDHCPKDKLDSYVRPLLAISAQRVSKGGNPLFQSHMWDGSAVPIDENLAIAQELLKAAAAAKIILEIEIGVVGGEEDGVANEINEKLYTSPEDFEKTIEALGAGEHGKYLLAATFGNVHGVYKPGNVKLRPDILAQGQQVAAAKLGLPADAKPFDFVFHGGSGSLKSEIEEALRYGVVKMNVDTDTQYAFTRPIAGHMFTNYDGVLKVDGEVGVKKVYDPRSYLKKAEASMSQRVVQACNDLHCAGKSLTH
PrPC TRFRET = inhibitors of human cell surface prion protein PrPC; P04156; TR-FRET read-out; hit rate 0.43% among 370,000; inhibition, % at 13.8 µM; in the data active = inhibition above about 24%; also: 0% = median of the test wells and 100% = reference compound wells
FadD28 binding = blocks FadD28 binding to the bisubstrate probe | hit rate 0.22% among 360,000 | fluorescence polarization | inhibition, % at 12.5 µM; in the data active = inhibition above about 8.5%, passing the limit was not always enough; inconclusive = no clear call, values can overlap the other calls
GDH-TPI inh = GDH-TPI coupled enzyme inhibition counter-screen; GDH-TPI coupled enzyme counterscreen, NADH absorbance; inhibition, % at 4.8 µM; hit rate 1.2% among 360,000; AID 588335;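 also: 0% = DMSO wells and 100% = wells lacking the enzyme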
UGM FP inh = inhibitors of M. tuberculosis UDP-galactopyranose mutase; P9WIQ1; purified UGM, fluorescence polarization probe displacement; inhibition, % at 10 µM; hit rate 0.06% among 320,000; in the data active = inhibition above about 10%, passing the limit was not always enough; inconclusive = no clear call, values can overlap the other calls
Target sequence (P9WIQ1 whole entry, looked up): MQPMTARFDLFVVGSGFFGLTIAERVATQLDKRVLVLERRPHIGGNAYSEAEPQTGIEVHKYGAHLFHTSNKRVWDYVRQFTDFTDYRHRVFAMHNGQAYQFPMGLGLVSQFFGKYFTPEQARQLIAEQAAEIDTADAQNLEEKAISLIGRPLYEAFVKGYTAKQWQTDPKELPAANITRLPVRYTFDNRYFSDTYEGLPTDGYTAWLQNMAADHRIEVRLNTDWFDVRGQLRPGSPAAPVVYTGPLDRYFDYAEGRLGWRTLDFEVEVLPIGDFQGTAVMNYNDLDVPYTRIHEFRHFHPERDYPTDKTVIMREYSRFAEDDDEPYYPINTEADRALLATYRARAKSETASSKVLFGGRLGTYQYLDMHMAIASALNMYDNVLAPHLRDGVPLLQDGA
BoNT F protease = inhibitors of Botulinum neurotoxin F light chain protease; Multiplex microsphere protease cleavage assay, flow cytometry; inhibition, % at 10 µM; hit rate 0.22% among 360,000; in the data active = inhibition above about 35%, passing the limit was not always enough; inconclusive = no clear call, values can overlap the other calls; also: plate controls were buffer without enzyme for full effect and enzyme alone for no effect
CCHF vOTU inh = CCHFV vOTU protease inhibition; Pep-AMC fluorescence; inhibition, % at 11.5 µM; hit rate 0.55% among 370,000; AID 651958; also: 0% = vehicle wells with enzyme and 100% = no enzyme wells
BoNT-A LC inh2 = blocks Botulinum neurotoxin A light chain protease; inhibition, % at 10 µM; hit rate 0.17% among 360,000; multiplex microsphere protease substrate cleavage, flow cytometry; in the data active = inhibition above about 30%; inconclusive = no clear call, values can overlap the other calls; also: plate controls were buffer without enzyme for full effect and enzyme alone for no effect
Starred values were filed as active, the others as inactive; ? = inconclusive; · = no result given; + = active, no number. Rule as the data show it, unless noted: active = inhibition above about 30%; inactive = the rest.

Structure,BioA inh,Mtb FBA inh,PrPC TRFRET,FadD28 binding,GDH-TPI inh,UGM FP inh,BoNT F protease,CCHF vOTU inh,BoNT-A LC inh2
Cc1cc(Cl)c(S(=O)(=O)N2CCN(c3ccc(F)cc3)CC2)cc1OCC(N)=O,-0.7,0,0,1.4,9,4.0,0,-3,-0.3
CCCc1nc(NCc2ccc3c(c2)OCO3)c2nnn(Cc3ccccc3Cl)c2n1,-1.1,1,2,-1.1,12,-0.2,-4,4,-0.4
O=C(COC(=O)CSc1nnc(-c2ccc(Cl)cc2)o1)Nc1cc(Cl)ccc1Cl,-2.7,-3,-5,-3.1,-9,0.3,2,16,-1.3
CCOc1ccccc1/C=N/NC(=O)c1cccc(Cl)c1,·,-1,2,-3.8,13,-0.7,0,-11,0.4
COc1ccc2[nH]c(=O)c(CN(CCN(C)C)C(=O)NCc3ccccc3)cc2c1,0.3,16,·,-1.1,12,-0.5,-3,·,-0.5
CCc1cc(C(=O)c2ccc(OC)cc2)c(NC(=O)CC(C)(C)CC(=O)O)s1,·,0,-6,-3.2,17,4.5,·,14,·
CN1CCN(C(=S)Nc2cc(S(=O)(=O)N3CCOCC3)ccc2Cl)CC1,0.3,-5,0,0.3,1,1.2,0,2,-0.1
O=C(CN1CCN(C(C(=O)Nc2cc(C(F)(F)F)ccc2Cl)c2ccccc2)CC1)NC1CC1 (stereo not drawn),0.8,-1,-17,-1.7,-8,·,-5,0,-0.2
COC(=O)N1CN(C(=O)OC)CN(C(=O)OC)C1,·,0,1,1.5,-3,-3.7,-14,3,-0.4
O=C1Nc2ccccc2C1(O)c1ccccc1O (stereo not drawn),-0.6,0,7,-0.6,5,5.6,12,4,-2.4
Cc1cnc(CN(C)Cc2nc(Cc3cccc(C(F)(F)F)c3)no2)[nH]1,-1.7,-2,-6,-0.5,7,1.4,-1,20,-0.2
COC(=O)c1ccc(NC(=O)COc2ccc([N+](=O)[O-])cc2)cc1,5.3,0,-3,-0.3,19,-0.5,·,4,·
CCOC(=O)CNC(=O)CSc1nc2cccnc2n1Cc1ccccc1,-1.0,1,-4,-3.3,-3,1.4,0,-4,-0.6
CC(C#N)N1CCN(S(=O)(=O)c2ccc3c(c2)CCC3)CC1 (stereo not drawn),-0.3,-3,6,-2.8,4,-4.8,-22,-5,-4.1
Cc1nc([N+](=O)[O-])c(Br)n1Cc1ccc(Cl)c(Cl)c1,12,2,-12,-3.8,3,·,-7,-5,-1.5

The listing continues:
Structure,BioA inh,Mtb FBA inh,PrPC TRFRET,FadD28 binding,GDH-TPI inh,UGM FP inh,BoNT F protease,CCHF vOTU inh,BoNT-A LC inh2
CN1CCN(C(=O)c2ccc3c(c2)OCCO3)CC1,1.1,-7,5,-3.3,-10,0.5,4,4,0.3
CN(CC(=O)Nc1ccc(F)cc1)C(=O)c1cc([N+](=O)[O-])ccc1N1CCOCC1,·,0,-17,-1.3,15,-2.8,?,17,1.0
COc1ccc(-c2cc(NC=O)c3ncc(-c4cc(OC)c(OC)c(OC)c4)n3c2)cc1,-0.8,4,6,-0.2,5,·,2,2,0.5
Cc1cc(-c2cc(C(=O)NCc3ccccc3)on2)nc(NCC2CC2)n1,-1.9,-1,0,-2.3,6,-0.9,5,-5,0.0
CC(C)(CO)Nc1ccc([N+](=O)[O-])cc1[N+](=O)[O-],0.9,2,-32,-0.7,9,0.8,1,2,0.5
O=C(CSc1ncccc1-c1nc2ccccc2[nH]1)N1CCN(c2ccccc2F)CC1,-1.1,10,22,-6.4,4,-0.8,4,-64,5.3
COc1ccc(NC(=O)C2(c3cccs3)CCOCC2)cc1,0.7,0,-3,-1.0,-1,-1.3,-6,-14,-1.6
O=C(CN1CCOCC1)Nc1ccc(OC(F)(F)F)cc1,-0.8,1,-1,-2.5,6,0.2,19,6,2.6
CCCn1ncc(/C=N/O)c1C,-1.8,0,-9,0.3,1,1.0,4,-1,0.2
COc1cc(OC)cc(C(=O)Nc2cc(-c3cn4cccnc4n3)ccc2C)c1,·,+,-4,-5.4,11,·,-3,-314,0.3
Cc1ccc(C(=O)c2ccc(C)cc2)cc1,-1.7,0,-6,-1.4,3,·,-2,-3,-0.2
CC1(CCC(=O)O)C(=O)CCC2C1CCC1(C)C2CCC1(C)O (stereo not drawn),-1.9,-2,1,-1.3,4,·,-8,2,-0.5
COCc1[nH]nc2c1C(c1cc(OC)c(O)c(OC)c1)C(C#N)=C(N)O2 (stereo not drawn),·,-2,-8,-0.2,5,-2.6,-22,-1,-0.3
COc1ccc(-c2cc(C(=O)N3CCN(C(=O)c4ccccc4F)CC3)[nH]n2)cc1,-1.6,0,4,0.1,8,-4.2,2,6,1.4
Cc1cc(C(=O)NCc2ccccc2Cl)c2ccccc2n1,-1.2,2,2,-0.2,-2,-4.9,11,-1,1.0

(next part)
Structure,BioA inh,Mtb FBA inh,PrPC TRFRET,FadD28 binding,GDH-TPI inh,UGM FP inh,BoNT F protease,CCHF vOTU inh,BoNT-A LC inh2
O=C(COC(=O)c1cccc(Cl)c1)NC(=O)NCc1ccccc1,-0.3,0,-5,-1.9,1,2.7,12,-4,4.2
COc1ccc(S(=O)(=O)N2CCCCCC2)cc1C(=O)N1CCN(c2ccc(F)cc2)CC1,3.3,-3,-1,-2.3,7,·,-8,-4,-0.9
O=C(CN1CCc2ccccc2C1)Nc1ccccc1F,1.3,2,8,-0.6,-14,-3.9,0,5,-2.8
O=C(NCc1ccc(Cl)c(Cl)c1)c1cc(C2CCCCN2C(=O)OCCF)on1 (stereo not drawn),-1.5,-1,2,-2.0,-6,·,-1,6,0.2
CCCOCC(O)CC(Cc1ccccc1)C(=O)NN (stereo not drawn),·,-1,1,-1.2,-14,1.3,?,0,0.0
O=C(NCCc1ccc(F)cc1)c1coc(=O)c(Br)c1,5.7,17,1,-1.7,21,0.4,5,-19,0.7
CCCN(/C=N/c1sc2c(c1C#N)CCCCC2)CCC,1.4,-1,7,-1.0,14,-0.8,-4,12,-1.2
CCOc1ccc(Nc2ccc(N)c(S(=O)(=O)O)c2)cc1,5.2,-1,-12,22*,16,·,-8,30*,-0.1
N#C/C(=C\c1c(N2CCC(C(N)=O)CC2)nc2ccccn2c1=O)S(=O)(=O)c1ccccc1,9.2,-1,-5,-4.7,6,-2.1,-12,7,0.1
COc1ccc(/C=C2\SC(=S)N(N3CCOCC3)C2=O)c(OC)c1,0.1,1,-2,-2.7,2,4.0,28,-8,20
Cc1nc2ccccc2n1CC(O)COCC1CC=CCC1 (stereo not drawn),3.1,0,9,-1.6,3,0.5,2,-4,0.0
On1nnc2ccc3ccccc3c21,-0.7,4,2,-3.9,-4,2.1,-7,4,-0.9
Cc1cc(NC(=O)CCCN2C(=O)c3cccc4cccc(c34)C2=O)no1,·,1,-9,-1.4,14,-3.7,-5,-6,1.0
COc1cc(NC(=O)c2ccccc2F)c(OC)cc1NC(=O)CN1CCCCC1,0.9,2,-2,0.5,13,1.2,4,2,-1.8
CCn1c(-c2ccc(N(C)C)cc2)nc2ccccc21,-0.4,+,9,-0.1,17,3.5,-10,-67,0.3

Further results
Structure,BioA inh,Mtb FBA inh,PrPC TRFRET,FadD28 binding,GDH-TPI inh,UGM FP inh,BoNT F protease,CCHF vOTU inh,BoNT-A LC inh2
C=CCN1C(=O)/C(=C2/Sc3ccccc3N2CC)SC1=S,-0.9,-4,1,-2.3,14,1.8,?,-3,6.9
CS(=O)(=O)N(CC(=O)NCc1ccccc1Cl)Cc1ccccc1,0.9,3,2,-2.3,6,3.3,-1,7,0.1
COC(=O)C1=C(c2ccc(OCc3ccccc3)cc2)C[C@@H]2CC[C@H]1N2C,0.9,-3,-17,-1.8,2,·,-5,-4,-0.6
COCCCn1c(N)c(C(=O)NCCC(C)C)c2nc3ccccc3nc21,·,34*,-2,0.2,2,-0.6,4,7,12
C=CCOc1cc(OC)c(OC)c(OC)c1,-0.9,2,-7,-0.4,1,1.5,-1,1,-0.9
Cc1cccnc1NC(=O)c1cc2c(=O)oc3ccccc3c2s1,·,2,5,-1.0,11,2.5,-2,-9,-0.2
CCCCn1nc2cc(C(=O)NCc3ccc(C(F)(F)F)cc3C(F)(F)F)ccc2c1OCC,-2.0,22,-4,-2.0,10,-2.1,-10,-8,0.3
CC(=O)N1CCc2cc(S(=O)(=O)CCC(=O)N3CCN(c4ccccc4)CC3)ccc21,2.2,-1,8,-0.3,9,3.1,-3,5,-1.7
COc1ccc(C(=O)Nc2ccccc2C(=O)N/N=C/c2ccco2)cc1,·,2,-1,-2.1,5,-1.0,-6,1,-0.5
CN(C(=O)C12CC3CC(CC(C3)C1)C2)C1CCS(=O)(=O)C1 (stereo not drawn),0.9,-7,-7,-3.7,5,-0.1,-1,-2,-1.2
Cc1ccc(C(=O)Oc2cccc(NC(=O)c3ccco3)c2)cc1S(=O)(=O)N1CCC(C)CC1,-1.6,2,2,-0.8,4,2.3,-11,3,-1.0
COc1ccc(C)cc1N(CC(=O)NCCSCc1cccc(Cl)c1)S(C)(=O)=O,-1.0,-1,5,-2.1,9,0.9,?,6,0.6
Nc1nc(SCc2nnc(SCC(=O)O)n2-c2ccccc2)nc2sc3c(c12)CCCC3,6.2,4,-3,-1.3,14,1.1,-4,15,-0.3
Cc1ccc(NC2CCCN(C(=O)c3cnsn3)C2)cc1C (stereo not drawn),4.7,-1,-8,0.4,10,0.8,-8,11,1.4
O=C(NC(=S)Nc1ccccc1Br)c1ccc2c(c1)OCO2,-2.0,1,-5,0.6,0,-1.7,-17,15,-3.8

(next part)
Structure,BioA inh,Mtb FBA inh,PrPC TRFRET,FadD28 binding,GDH-TPI inh,UGM FP inh,BoNT F protease,CCHF vOTU inh,BoNT-A LC inh2
c1ccc(Oc2nc(-c3cccnc3)nc3ccccc23)cc1,-1.2,0,3,-3.6,-6,-1.1,?,2,-1.9
N#Cc1ccc(C23CC4(C2)[C@H](CN(Cc2ccc(C(F)(F)F)cc2)[C@@H]4c2ccccc2)C3c2ccccc2)cc1 (stereo partly drawn),-1.1,0,0,-1.0,2,3.3,-5,5,-0.1
COc1ccc(S(=O)(=O)C(C#N)c2nc3ccccc3nc2N2CCCC(C)C2)cc1 (stereo not drawn),-1.8,7,-10,-0.3,19,5.4,10,9,2.3
CN(C)C(=O)Nc1ccc(F)cc1F,-1.0,-1,-7,-4.7,2,-2.8,4,-22,0.8
COCC(=O)Nc1cccc(C(F)(F)F)c1,-3.9,2,-3,-2.5,-1,0.1,7,-7,0.1
O=C(Nc1cccc2ccccc12)N1CCN(Cc2ccccc2)CC1,0.0,33*,1,-1.5,-13,0.7,-4,-3,-0.2
Cc1cccn2cc(COc3ccc(-c4ccccc4)cc3)nc12,·,1,15,-4.6,12,·,-6,2,-1.9
Nc1c(Cl)cc(-c2[nH]c3cc(C(=O)NCCO)ccc3c(=O)c2O)cc1Cl,0.8,2,-1,-6.2,11,-1.5,-45,3,15
CCc1ccccc1N(C(=O)c1snc(C(N)=O)c1N)C(C(=O)NCC1CCCO1)c1c[nH]c2ccccc12 (stereo not drawn),0.4,1,-9,-9.8,5,1.1,-5,5,-2.1
O=C(NC1CCCC1)C(c1ccco1)N(C(=O)c1csnn1)c1ccccc1 (stereo not drawn),-0.2,1,4,-2.1,6,2.6,-5,13,2.5
Cc1nn(-c2ccccc2)c(Cl)c1/C=C(\C#N)C(=O)NC(C)C,·,-2,6,-0.9,11,-0.3,-3,3,0.0
Cc1cccc(NC(=O)COC(=O)CN2C(=O)c3ccccc3C2=O)c1C,1.7,-3,-6,-2.3,1,·,2,2,0.2
O=C1C2CCCN2C(c2ccccc2F)N1c1ccc(F)cc1 (stereo not drawn),-0.5,1,3,-0.2,3,1.6,22,-3,2.0
CCNC(=O)C1CC(=O)N(Cc2ccc3c(c2)OCO3)C(=Nc2ccc(F)cc2)S1 (stereo not drawn),-0.7,0,-4,-4.2,3,-1.2,7,7,-0.4
